Screening results (PubChem BioAssay)
N370S GC mod – inhibits or activates N370S mutant glucocerebrosidase; N370S GC spleen homogenate, 4MU-glucoside fluorescence; Potency, µM (titrated, usually from 59.4 µM), inactives show at the top dose activity change, negative = inhibition, actives largely listed as inhibitors; 330,000 compounds, 0.092% hits; AID 2101;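 also: 0% = full enzyme activity and -100% = no enzyme basal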
TDP1 block – inhibitors of human tyrosyl-DNA phosphodiesterase TDP1; recombinant TDP1, AlphaScreen DNA substrate cleavage; 350,000 compounds, 0.28% hits; AID 485290; Potency, µM (top dose mostly 130 µM), for inactives: at the top dose activity change, negative = inhibition, usual class: inhibitors; also: nearly all actives have a fitted effect of over 40% in size
Target sequence (Q9NUW8 whole entry, looked up): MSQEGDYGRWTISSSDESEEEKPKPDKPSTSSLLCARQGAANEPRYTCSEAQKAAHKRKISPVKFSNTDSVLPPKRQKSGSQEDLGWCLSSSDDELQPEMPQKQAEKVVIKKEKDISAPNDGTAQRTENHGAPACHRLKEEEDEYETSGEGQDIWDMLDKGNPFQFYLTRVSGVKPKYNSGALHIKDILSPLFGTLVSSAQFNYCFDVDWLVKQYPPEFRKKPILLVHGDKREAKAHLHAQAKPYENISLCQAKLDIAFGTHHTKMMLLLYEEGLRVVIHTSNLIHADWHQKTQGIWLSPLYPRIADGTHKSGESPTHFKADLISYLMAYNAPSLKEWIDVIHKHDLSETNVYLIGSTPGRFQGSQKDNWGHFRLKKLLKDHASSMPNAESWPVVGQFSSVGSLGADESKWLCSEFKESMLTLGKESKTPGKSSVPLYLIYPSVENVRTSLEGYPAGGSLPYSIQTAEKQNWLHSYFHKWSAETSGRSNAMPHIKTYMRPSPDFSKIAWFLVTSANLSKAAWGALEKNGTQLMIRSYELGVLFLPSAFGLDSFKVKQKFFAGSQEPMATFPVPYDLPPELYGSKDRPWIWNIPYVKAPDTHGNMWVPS
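Tdp1 1 nM final; 15 min RT w/ cpd; substrate 15 nM, 5 min; beads 10 ug/ml, 10 min; AlphaScreen read. Neg ctrl: no enzyme.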
DT40 TDP1 no CPT – qHTS for Inhibitors of human tyrosyl-DNA phosphodiesterase 1 (TDP1): qHTS in cells in absence of CPT | DT40 Tdp1-/- hTDP1 cells, no CPT, ATP luminescence, 48 h | Potency, µM (series often up to 46.2 µM), for inactives: at the top dose activity change, negative = growth inhibition, usual class: inhibitors | 420,000 compounds, 15% hits | AID 686978, 2013; also: nearly all actives have a fitted effect of over 55% in size
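Chicken DT40 Tdp1-/- cells stably complemented with human TDP1 were seeded at 400 cells/well with DMSO in place of 20 nM camptothecin. After compound pinning, cells grew at least 48 hr at 37 °C; viability read by CellTiter-Glo luminescence.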
Numbers without * were called inactive; ? = inconclusive; . = not tested or not shown; & = joins results of further samples; [ ] = remark or other dose. Calls follow the shape of the dose curve; as a rule, active = well fitted curve in the direction sought with a large enough effect; inconclusive = small, poorly fitted or top-dose-only effect, or another doubt; inactive = no such curve, though single readings can be large; an effect the other way counts as inactive or inconclusive. Unless noted, % is scaled to controls: 0 for no effect and ±100 for the full control effect; potency is read from the fitted curve at half-maximal effect. These rows are one share of the data; count on the stated rates, not on these rows.

Each structure is followed by: TDP1 block, DT40 TDP1 no CPT, N370S GC mod
COC(=S)N/C(=N\S(=O)(=O)c1ccc(Cl)cc1)c1ccccc1
    2%, -1%, -7%
CCOC(=O)c1cccc(NC(=O)C2=C(C)C(=O)OC23CCCCC3)c1
    7%, ?, .
CCN(CC(=O)NCc1cccnc1)S(=O)(=O)c1ccc(OC)cc1
    0%, -4%, -2%
CCc1ccc(N2CC(C(=O)OCC(=O)c3c(N)n(CC(C)C)c(=O)n(C)c3=O)CC2=O)cc1 (stereo not given)
    -18%, ?, -2%
CCOC(=O)c1cc2nc(-c3ccccc3)cc(C)n2n1
    ., -2%, -8%
COc1ccccc1-c1noc(CCCC(=O)N2CCOCC2)n1
    ., -22%, -2%
Cc1ccc2nc(N3CCN(Cc4nnnn4C4CCCC4)CC3)c(C#N)cc2c1
    0%, 23µM*, -14%
COc1ccc(NC(=O)C/C(C)=N/NC(=O)C2CCCCC2)c([N+](=O)[O-])c1
    3%, -3%, 3%
Cc1ccc(S(=O)(=O)c2nc(-c3ccco3)oc2SC(C)C)cc1
    8%&6%, ?, 3%
CCC1C(c2ccccc2)N(C)C(c2ccccc2)CC1(O)c1ccccc1 (stereo not given)
    4%, 23µM*, -2%
CC(C)c1nnc(NC(=O)CC23CC4CC(CC(C4)C2)C3)s1
    ., ?, -11%
Cc1ccc(-c2n[nH]c(=S)c3ccccc23)cc1
    1%, ?, 2%
NNC(=O)CN1C(=O)Nc2ccc(Br)cc2C1c1ccccc1 (stereo not given)
    9%[56.1 µM], -11%, -17%
CCCc1nc(NCCO)c(C#N)c2c1CCCC2
    ., -28%, 6%
O=C(CSc1ccc(-c2ccc(Cl)cc2)nn1)NC1CCCC1
    0%, -17%, 0%
O=C(c1ccc(Cl)c(S(=O)(=O)N2CCCC2)c1)N1CCOCC1
    3%, -1%, -22%
Cn1ccnc1C(=O)c1cccc(Br)c1
    0%, -7%, -13%
CCN(c1cc(C)cc(C)c1)S(=O)(=O)c1nnc(NC(=O)c2ccccc2C)s1
    3%, ?, .
CC(NC(=O)C12CC3CC(CC(C3)C1)C2)c1ccc(F)cc1 (stereo not given)
    8%, ?, -13%
COC(=O)[C@@H](C)NC(=O)c1ccc2oc(CCc3ccccc3)nc2c1
    ., 4%, 1%
Cc1ccc(NC(=O)c2cc3c(=O)[nH]c4ccccc4c3n2C)cc1F
    5%, -26%, .
Cc1cccc(NC(=O)CSc2ncnc3nc[nH]c23)c1C
    2%, -25%, 4%
Cc1cc(C(=O)COC(=O)CCc2nc3ccccc3c(=O)[nH]2)c(C)n1CC1CCCO1 (stereo not given)
    6%, -4%, -2%
CCN1C(=O)[C@H]2[C@@H](c3ccc(Cl)cc3)N3C(=O)CN(CC4CC4)C(=O)[C@@]3(Cc3ccccc3)[C@H]2C1=O
    ., -3%, -2%
Nc1ncnc2c1ncn2CCOCP(=O)(O)O
    5%, -11%, .
Cc1cc(C(=O)Nc2ccc3nc(C)sc3c2)c2ccccc2n1
    ., ?, 2%
CN(C)c1ccc(N=Cc2nc(-c3ccccc3)oc2O)cc1
    8%, -1%, 1%
Cc1cc(C)c2oc(-c3cccc(NC(=O)c4cc5ccccc5o4)c3)nc2c1
    -1%[12.3 µM], ?, .
O=C(Nc1ccccc1C(F)(F)F)C1CCN(C(=O)Cc2ccccc2)CC1
    5%, -1%, -5%
CC(C)COC(=O)Cn1cnc2ccc(Br)cc2c1=O
    5%, ?, -3%
NNc1nc2c(-c3ccc(Cl)cc3)nnn2c2ccccc12
    6%, ?, 16%
CCOC(=O)N1CCN(Cc2nc(-c3cccc(C)c3)no2)CC1
    -1%, -27%, .
COC(=O)CNC(=O)COC(=O)Cc1ccc(Cl)cc1
    3%, 17%, 1%
OCCN(CCO)CC(O)COCCC12CC3CC(CC(C3)C1)C2 (stereo not given)
    -11%, 21µM*, 13%
COC(=O)/C(C#N)=C1/SC=C(C)N1c1ccccc1
    8%, -12%, 3%
COc1ccc(Cl)cc1NC(=O)CSc1nnc2[nH]c(=O)cc(-c3ccccc3)n12
    3%, -8%, .
O=C(O)COc1ccc(C(NC(=O)c2c(F)cccc2F)NC(=O)c2c(F)cccc2F)cc1
    ., -20%, -7%
CCCCNC(=S)NNC(=O)c1cc(C)on1
    -2%, ?, 20%
C=CC[C@@H]1C=C[C@H](ON=C(C)C)[C@H](CO)O1
    -2%[21 µM], ., 6%[12.8 µM]
CCOc1ccc(C(=O)NCC(=O)OCC(=O)N2CCCC2)cc1
    2%, 25%, -2%
Cc1ccc(/C=C2/SC(=S)N(CC(=O)Nc3ncc(Cc4ccc(C)cc4)s3)C2=O)cc1
    6%, 12µM*, -2%
COc1ccc(CNC(=O)CN(C(=O)CCC(=O)Nc2ccccn2)c2cc(C)ccc2C)cc1
    5%[0.0935 µM], ?, -6%
O=C(O)[C@H](Cc1ccccc1)NC(=O)C(c1ccccc1)(c1ccccc1)c1ccccc1
    3%, 4%, 12%
O=C(/C=C/c1ccc(S(=O)(=O)N2CCOCC2)cc1)N1CCN(c2ccccc2)CC1
    -2%, 1µM*, -3%
CCOC(=O)CSc1cc(CS(=O)(=O)c2ccccc2)nc(-c2ccccc2)n1
    3%, -27%, 11%
COc1ccc(NC(=O)CSc2nc3ccccc3c(=O)n2CCCN2CCCCC2)c(OC)c1
    -2%, ?, -6%
COc1ccc(C2CC(=O)C3=C(C2)Nc2ccccc2N(C(C)=O)C3c2ccco2)cc1 (stereo not given)
    0%, -22%, -5%
O=C(COC(=O)c1cccc(Br)c1)NCCc1ccc(F)cc1
    -3%, 3%, 5%
C/C(=N\Nc1cc(C)nc(-c2ccccc2)n1)c1cccc([N+](=O)[O-])c1
    -3%, ?, 7%
CCOC(=O)c1c(C)oc2nc(C)nc(Nc3ccc(CC)cc3)c12
    -2%, -30%, .
COc1ccc(S(=O)(=O)NCCN2CCOCC2)c2ccccc12
    4%, -14%, 0%
CC(=O)N1CCc2cc(C(=O)CN3CCN(c4cccc(Cl)c4)CC3)ccc21
    4%, 21µM*, 0%
CC1CCCCC1NC(=O)c1cn(C)c2ccc(S(=O)(=O)N3CCCC3)cc2c1=O (stereo not given)
    2%, ?, -1%
OC(CNC1Cc2ccccc2C1)COc1ccc(Cl)cc1 (stereo not given)
    4%, ?, -16%
CCCC(=O)Nc1ccc2c(c1)C(=O)N(CCC(=O)O)C2=O
    7%, -14%, -12%
N=C1/C(=C/c2ccc(OCc3ccccc3)cc2)C(=O)N=C2SC(CC(=O)N3CCOCC3)=NN12
    9%, -12%, -3%
CSc1ccccc1OCc1cc(C(=O)NCCn2ccnc2C)no1
    4%[56.1 µM], -6%, -3%
O=C1NC(=Nc2ccc(Cl)cc2)SC1Cc1cccc(Cl)c1Cl (stereo not given)
    8%, ?, 22%
CC(OC(=O)CN1C(=O)c2ccccc2C1=O)C(=O)N(C)c1ccccc1 (stereo not given)
    2%, -2%, -4%
CN(CC(=O)NCC1CCCO1)S(=O)(=O)c1ccc(Br)cc1 (stereo not given)
    2%, 4%, -1%

Later entries:
Each structure is followed by: TDP1 block, DT40 TDP1 no CPT, N370S GC mod
O=C(NCCNC(=O)c1ccccn1)c1ccc(-c2ccccc2)cc1
    ., 21µM*, 0%
CC(C)[C@@H](OCc1ccccc1)[C@H](C)/C=N\OC[C@@H](O)[C@@H]1O[C@@H]2OC(C)(C)O[C@@H]2[C@H]1O
    8%[21 µM], ., -6%[12.8 µM]
CSc1nc(=O)c2c(n1C)NC(=O)CC2c1cc(F)cc(F)c1 (stereo not given)
    -7%, -23%, .
Cc1nc(SCC(=O)c2ccccc2)[nH]c(=O)c1Oc1ccc(Cl)cc1
    0%, -19%, -1%
COc1cccc(NC(=O)c2cn(C3CCCCC3)c(=O)c3c2c2ccccc2n3C)c1
    -8%, ?, .
CN(C)Cc1c(C(=O)N/N=C/c2ccc(OCc3ccc(F)cc3)cc2)nnn1-c1nonc1N
    -3%, -5%, 4%
COc1ccc(-c2cc(C(=O)c3c(N)n(C)c(=O)n(C)c3=O)c3ccccc3n2)cc1
    4%, ?, -7%
O=C(COC(=O)c1ccccc1OCc1ccccc1Cl)NC1CC1
    3%, -33%, -1%
Cc1cccc(N2CC(C(=O)Nc3ccccc3N3CCCC3)CC2=O)c1C (stereo not given)
    -12%[0.505 µM], -9%, -2%
COc1cccc(/C=C2\SC(=S)N(CCC(=O)N3CCCCC3CCO)C2=O)c1 (stereo not given)
    6%, 18µM*, -15%
COc1cc(/C=N/NC(=O)c2ccc(CN3c4cccc5cccc(c45)S3(=O)=O)cc2)cc(OC)c1O
    -6%, 16µM*, 7%
O=S(=O)(c1ccc2ccccc2c1)N(CC(O)CN1CCOCC1)c1ccccc1 (stereo not given)
    5%, ?, -26%
COc1ccccc1N(CC(=O)NCc1ccc2c(c1)OCO2)C(=O)CCC(=O)Nc1nccs1
    1%, -18%, -6%
COc1ccc(NC(C)C(=O)N/N=C/c2ccccc2OCc2ccc(Br)cc2)cc1 (stereo not given)
    12%, 22µM*, -8%
COc1ccc(OC)c(-c2nnc3n2N=C(c2ccc(OC)c(OC)c2)CS3)c1
    3%&14%, ., 1%
Cc1c(CCNC(=O)c2ccc(Br)o2)sc2nc(-c3ccc(Cl)cc3)nn12
    3%, 23µM*, .
COc1cccc(C(=O)Nc2ccccc2NC(=O)c2cccc(OC)c2)c1
    ., ?, 3%
COc1cc(OC)cc(-c2c(-c3ccc(F)cc3)c3cc(-c4ccc5cc[nH]c5c4)ccc3n2C)c1
    1%, ?, .
O=C(NCCN1CCOCC1)c1ccc2ccccc2c1
    4%, -14%, -13%
Cc1ccc(C(C)NC(=O)C2CCCC2)cc1C (stereo not given)
    4%, -23%, 0%
COc1ccccc1NC(=O)CSc1nnc(COc2ccccc2C)o1
    ., ?, -11%
O=C(Nc1ccn(Cc2ccccc2)n1)c1ccc(F)cc1
    -3%, -6%, 25%
CCN(CC)Cc1c(C(=O)N/N=C/c2ccncc2)nnn1-c1nonc1N
    7%, 1%, -7%
CN(C)c1ccc(-c2nc(-n3ccnc3)c3ccccc3n2)cc1
    ., 18µM*, 2%
O=[N+]([O-])c1ccc(F)cc1Oc1nc(-c2cccnc2)nc2ccccc12
    3%, 18µM*, 5%
O=C(CN1C(=O)c2cccnc2C1=O)c1ccccc1
    -2%, 3%, 1%
CCC(C)NC(=O)c1c(-c2cc(Cl)c(OC)c(Cl)c2)noc1C (stereo not given)
    0%, 7%, 5%
CC(C)Cc1cc(CN2CCC(CO)(Cc3cccc(C(F)(F)F)c3)CC2)[nH]n1
    -6%, ?, 2%
CN(C(=O)COc1cc(=O)n(C)c2ccccc12)c1ccc(Br)cc1
    1%, 4%, 4%
CC(C)(C)C1CCc2onc(C(=O)O)c2C1 (stereo not given)
    4%, 0%, -1%

Some of these compounds in order of SMILES length, falling:
Each structure is followed by: TDP1 block, DT40 TDP1 no CPT, N370S GC mod
COc1cc(OC)cc(-c2c(-c3ccc(F)cc3)c3cc(-c4ccc5cc[nH]c5c4)ccc3n2C)c1
    1%, ?, .
COc1ccc(-c2cc(C(=O)c3c(N)n(C)c(=O)n(C)c3=O)c3ccccc3n2)cc1
    4%, ?, -7%
O=[N+]([O-])c1ccc(F)cc1Oc1nc(-c2cccnc2)nc2ccccc12
    3%, 18µM*, 5%
O=C(COC(=O)c1ccccc1OCc1ccccc1Cl)NC1CC1
    3%, -33%, -1%

Next compounds:
Each structure is followed by: TDP1 block, DT40 TDP1 no CPT, N370S GC mod
Cc1cc(=O)oc2cc(OCC(O)Cn3ccnc3)ccc12 (stereo not given)
    ., ?, -11%
O=C(NCc1ccccc1)C(c1ccccc1)N(C(=O)c1csnn1)c1ccc(F)cc1 (stereo not given)
    4%[0.0935 µM], ?, -5%
CCOc1ccc(CCN2C(=O)C3C4C=CC(C4)C3C2=O)cc1OCC (stereo not given)
    -1%, -15%, 5%
Cc1ccc(S(=O)(=O)N2CCCC2C(=O)O)s1 (stereo not given)
    0%, -16%, .
Cc1c(Br)c([N+](=O)[O-])nn1C(C)C(=O)NCc1ccco1 (stereo not given)
    5%, -12%, 2%
Cc1ccc(CNS(=O)(=O)c2ccc(F)c(F)c2)n1C
    ., -1%, -9%
COCCNC(=O)c1cccc(S(=O)(=O)N2CC3(C)CC2CC(C)(C)C3)c1 (stereo not given)
    1%, -15%, 3%
CCc1cccc(NC(=O)c2ccc3c(c2)c(C)c(C)n3Cc2ccc(F)cc2)c1
    0%, ?, .
O=C(CCCN=C1NS(=O)(=O)c2ccccc21)OCc1ccccc1
    -2%, ?, -3%

An excerpt of these results, as labelled records.
Cc1ccc(S(=O)(=O)N2CCCC2C(=O)O)s1 (stereo not given)
  TDP1 block: 0%
  DT40 TDP1 no CPT: -16%
  N370S GC mod: .

Cc1c(Br)c([N+](=O)[O-])nn1C(C)C(=O)NCc1ccco1 (stereo not given)
  TDP1 block: 5%
  DT40 TDP1 no CPT: -12%
  N370S GC mod: 2%

Cc1ccc(CNS(=O)(=O)c2ccc(F)c(F)c2)n1C
  TDP1 block: .
  DT40 TDP1 no CPT: -1%
  N370S GC mod: -9%
